High-throughput results deposited in PubChem BioAssay by several laboratories.
HDAC3 inh: HDAC3 deacetylase inhibitors, primary screen, biochemical, fluorescence, cell-free homogeneous | Histone deacetylase 3 (Homo sapiens), O15379 | recombinant HDAC3, fluorogenic peptide/trypsin coupled | inhibition, % at 8.3 µM | 0.15% of 320,000 active; in the data active = inhibition above about 26%, passing the limit was not always enough
Target sequence (O15379 whole entry, looked up): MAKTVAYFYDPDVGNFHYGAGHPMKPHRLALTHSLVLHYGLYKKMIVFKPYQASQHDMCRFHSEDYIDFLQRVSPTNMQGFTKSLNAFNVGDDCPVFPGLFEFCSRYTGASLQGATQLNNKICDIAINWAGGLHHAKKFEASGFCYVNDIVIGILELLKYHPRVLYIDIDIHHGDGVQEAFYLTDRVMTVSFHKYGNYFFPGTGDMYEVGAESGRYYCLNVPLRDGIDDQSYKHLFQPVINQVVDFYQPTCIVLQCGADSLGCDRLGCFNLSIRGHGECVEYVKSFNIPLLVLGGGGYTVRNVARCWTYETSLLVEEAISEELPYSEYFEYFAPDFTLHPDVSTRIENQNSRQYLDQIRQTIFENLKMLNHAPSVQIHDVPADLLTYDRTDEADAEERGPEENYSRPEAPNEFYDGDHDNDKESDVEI
GSK3B inh: human GSK3beta kinase inhibitors, primary screen, biochemical, cell-free homogeneous, HTS; 0.038% of 300,000 active; activity score (negative = inhibition), % at 10 µM; GST-GSK3beta kinase, ADP-Glo luminescence, 60 min; hits give low values; AID 2097, 2009;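 active = more than half of replicate wells score below -50%, meaning over 50% inhibition versus plate controls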;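 also: 0% = median DMSO wells and -100% = median GW8510 positive control wells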
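Test system: GST-fused GSK3beta enzyme, cell-free | Quantity: 1.6 ng GST-GSK3beta enzyme per well | Reagent: 25 µM ATP with peptide substrate | Schedule: 60 min enzyme reaction, room temperature | Signal: Luminescent ADP-Glo measurement of ADP formed | Read-out basis: Score relative to plate controls | Control set: DMSO and 20 µM GW8510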
KCNK9 inh: KCNK9 potassium channel inhibitors, primary screen, HEK293 cells, thallium flux; Potassium channel subfamily K member 9 (Homo sapiens), Q9NPC2; FluxOR thallium flux fluorescence; hits give low values; B-score at 10 µM; 1.2% of 310,000 active;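 active = ratio B-score over 3 SD below the library mean, with starting fluorescence within 5 SD of its mean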;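 also: negative B-score means less thallium flux so channel inhibition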
KCNQ1 pot: potentiators or activators of KCNQ1 channel, primary screen, cell-based, thallium flux, high-throughput. Potassium voltage-gated channel subfamily KQT member 1 (Homo sapiens), P51787. 0.35% of 310,000 active. B-score at 10 µM. CHO-K1 KCNQ1, thallium flux FluxOR fluorescence; hits give high values;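 active = fluorescence ratio B-score, a plate-corrected score, at least three library SD, with initial intensity B-score within 5 SD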
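Doses: Single concentration per compound, DMSO matched to controls | Test system: KCNQ1-transfected CHO-K1 cells | Timing: 90 min dye loading and 20 min compound exposure, both at room temperature | Measured by: Kinetic FluxOR thallium fluorescence, 10-s 1-Hz baseline, 110-s post-stimulus read | Medium: Assay buffer with matched DMSO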
PolyA inhibitor: polyadenylation inhibitors in yeast reporter cells, primary screen, luminescence, S. cerevisiae; calls only at 12 µM; 0.02% of 300,000 active; S. cerevisiae SKY197-pL101 polyadenylation reporter, beta-gal luminescence; efflux-impaired pdr1/pdr3 knockout yeast; score 100 = 6 SD above DMSO;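 active = lowest replicate activity score at least 50, where 100 means six control SD above control mean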;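 also: yeast exposed to compound for 9 h at 30 °C; higher score means more reporter readthrough which indicates perturbed polyadenylation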
KCNQ1 inh: inhibitors of human KCNQ1 channel, primary screen, cell-based, thallium flux, high-throughput | Potassium voltage-gated channel subfamily KQT member 1 (Homo sapiens), P51787 | CHO-K1 KCNQ1, FluxOR thallium flux fluorescence; hits give high values | B-score at 10 µM | AID 2642, 2010 | 1.3% of 310,000 active;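 active = compounds whose thallium flux B-score, printed positive for inhibition, exceeds three library SD while starting fluorescence stays within three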;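 also: channel opened by potassium depolarization with thallium stimulus after 20 min compound exposure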
KCNK3 inh: human KCNK3 channel inhibitors, primary screen, CHO cells, FluxOR thallium flux, B-score. B-score at 10 µM. 0.84% of 340,000 active. FluxOR fluorescence; hits give low values;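 active = B-score under library mean minus 4 SD, starting fluorescence ratio at most library mean plus 5 SD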;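 also: more negative B-score means stronger inhibition of thallium flux through KCNK3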
Target sequence (O14649 whole entry, looked up): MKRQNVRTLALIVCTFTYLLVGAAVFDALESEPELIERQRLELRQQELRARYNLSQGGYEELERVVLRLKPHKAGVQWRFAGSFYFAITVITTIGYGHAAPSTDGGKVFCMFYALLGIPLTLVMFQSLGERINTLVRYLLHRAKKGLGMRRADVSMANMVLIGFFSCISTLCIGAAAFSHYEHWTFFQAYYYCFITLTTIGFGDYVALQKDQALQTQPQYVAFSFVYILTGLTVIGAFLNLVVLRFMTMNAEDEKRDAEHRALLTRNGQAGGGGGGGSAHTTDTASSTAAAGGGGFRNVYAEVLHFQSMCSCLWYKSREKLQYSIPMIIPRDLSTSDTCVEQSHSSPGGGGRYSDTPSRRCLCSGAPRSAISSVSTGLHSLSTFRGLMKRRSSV
Dyrk1A ADPGlo: rat Dyrk1A kinase inhibitors, primary screen, biochemical, single point, plate reader; Dual specificity tyrosine-phosphorylation-regulated kinase 1A (Rattus norvegicus), Q63470; ADP-Glo luminescence, NFATc1 peptide; inhibition, % at 12.5 µM; 0.43% of 310,000 active; AID 504441, 2011; in the data active = inhibition above about 50%;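 also: plate controls were vehicle with enzyme for no effect and no enzyme for full effect; many of its hits are not listed in these tables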
hERG protect: hERG rescue from dofetilide block, primary screen, cell-based, CHO-hERG, FluxOR thallium flux, dofetilide IC70; Voltage-gated inwardly rectifying potassium channel KCNH2 (Homo sapiens), Q12809; dofetilide IC70 present; 0.51% of 310,000 active; activation (rescue from dofetilide block), less the hit threshold, % at 10 µM; AID 1511, 2009;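 active = activation above the mean of controls blocked by dofetilide plus 5 SD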;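 also: thallium influx through hERG after potassium depolarization seen as dye fluorescence rise; in these data hits start at about 4.7%; inactives centre near -7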
GSK3 alpha inh: blockers of GSK3A enzyme activity – biochemical, luminescence, cell-free homogeneous, HTS, primary screen; Glycogen synthase kinase-3 alpha (Homo sapiens), P49840; GSK-3 alpha kinase, ADP-Glo luminescence, 60 min; inhibition, % at 10 µM; 0.1% of 320,000 active; AID 2650, 2010;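 in the data active = inhibition above about 50%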;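 also: GST-tagged GSK-3 alpha with peptide substrate and 25 µM ATP; 0% = DMSO neutral wells and 100% = GW8510 positive control wells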
RGS4 act: RGS4 potentiators or activators, primary screen, cell-based, HEK293 M3R inducible RGS4, calcium flux; carbachol calcium flux Fluo4; hits give low values; B-score at 10 µM; 0.92% of 310,000 active; AID 463111, 2010;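 active = B-score of the integrated calcium signal more than 4 SD below the library mean, with starting fluorescence not abnormally high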;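 also: negative B-score means reduced calcium response which marks RGS4 activation or potentiation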
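Also added: carbachol at ECmax as muscarinic agonist stimulus; Assay system: HEK293 cells with stable M3R and inducible RGS4; Timing: overnight RGS4 induction, 30 min dye load 37 °C, 20 min compound RT; Measured by: Fluo4-AM (2 µM) calcium-flux fluorescence, kinetic read.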
The depositor's hits bear a star; i = inactive; . = not tested or not shown. The list is partial (hit frequency here may not be typical).

SMILES | HDAC3 inh | GSK3B inh | KCNK9 inh | KCNQ1 pot | PolyA inhibitor | KCNQ1 inh | KCNK3 inh | Dyrk1A ADPGlo | hERG protect | GSK3 alpha inh | RGS4 act
COc1ccc(C#Cc2ccc3c(=O)c4ccccc4n(C)c3c2)cc1 | 0 | 0 | i | i | i | i | i | 9 | -15 | 0 | i
CC(=O)c1c(C(C)=O)c(C)n(NC(=O)c2ccncc2)c1C | -2 | 6 | i | i | i | i | i | 5 | -4 | . | i
CC(C)(O)[C@H](O)COc1c2occc2cc2ccc(=O)oc12 | 2 | 2 | i | i | i | i | i | 18 | -12 | 2 | i
CN(C)CC(C)(C)CNS(=O)(=O)c1cccc2nsnc12 | 2 | 5 | i | i | i | i | i | 1 | -3 | -1 | i
O=C(NCc1ccccc1)C(c1ccc(F)cc1)N(Cc1cccs1)C(=O)c1cnccn1 (centres undefined) | 6 | -7 | i | i | i | i | i | -5 | -5 | 0 | i
Cn1c(=O)[nH]c(=O)c2c1nc(Br)n2Cc1ccccc1F | 8 | -1 | i | i | i | i | i | 1 | -2 | -2 | i
CCN(CC)C(=O)CCSc1nnc(-c2ccncc2)o1 | 0 | 0 | i | i | i | i | i | 0 | -4 | 2 | i
CCOC(=O)N1CCN(C(=O)CCCn2c(=S)[nH]c3ccsc3c2=O)CC1 | 7 | . | i | i | i | i | i | -2 | -14 | -2 | i
COc1ccc(OC)c(N2C(N)=C(C#N)C(c3ccc(OC)c(O)c3)C3=C2CC(C)(C)CC3=O)c1 (centres undefined) | 2 | 2 | i | i | i | i | . | . | -12 | 0 | i
Cc1cc(C)c(C)c(OCC(=O)N2CCOCC2)c1 | -3 | 1 | i | i | i | i | i | 12 | 1 | 13 | i
Cc1ccc(C(=O)COC(=O)C2CC(=O)N(c3nc(-c4ccccc4)cs3)C2)cc1 (centres undefined) | 3 | 1 | i | i | i | i | i | -3 | -13 | 0 | i
COc1ccc(-n2nc(N)c(C(N)=O)n2)cc1 | -9 | 0 | i | i | i | i | i | 14 | -6 | -2 | i
COc1ccccc1NC(=O)OCC#CCOC(=O)Nc1ccccc1OC | . | 3 | i | i | i | i | i | 5 | -7 | 3 | i
O=C(Oc1ccc2ccccc2c1Br)N1CCCCCC1 | 15 | 3 | -12* | i | i | i | i | -10 | -13 | . | i
COc1cc(-c2nc3ccccn3c2/N=C/c2cc(OC)c(OC)c(OC)c2)ccc1O | -2 | 2 | i | i | i | i | i | 2 | -7 | -2 | i
O=C1c2oc3ccccc3c(=O)c2C(c2cccnc2)N1Cc1ccco1 (centres undefined) | -12 | 3 | i | i | i | i | i | -1 | -7 | 0 | i
NC(=O)c1c(NC(NC(=O)c2ccco2)C(=O)c2ccc(Cl)cc2)sc2c1CCCC2 (centres undefined) | 3 | 3 | i | i | i | i | i | 0 | -4 | 4 | i
CC1(C)CC(=O)N(c2ccc(Cl)c(Cl)c2)C(=O)C1 | -3 | 0 | i | i | i | i | i | -3 | -4 | -1 | i
Cc1ccc(-c2nnc(-c3cc(C)on3)o2)cc1 | -5 | 3 | i | i | i | i | i | 4 | -9 | -2 | i
CCC1(CC)N([O-])C(C)=C(c2ccccc2)[N+]1=O | 0 | 1 | i | i | i | i | i | 0 | -7 | -1 | i
COc1ccccc1N1CCN(C(=O)C2CCN(C(=O)c3ccccc3Cl)CC2)CC1 | 0 | 0 | i | i | i | i | i | -2 | 0 | 1 | i
Cn1ccnc1SCC(=O)c1ccc(Cl)cc1 | 1 | 2 | i | i | i | i | i | 0 | -8 | -1 | i
CC(=O)N1C(c2ccccc2O)C[C@]2(C)CC(=O)NC12 (some centres undefined) | -4 | 1 | i | i | i | i | i | 2 | -2 | -2 | i
Cc1nc2c(C)cccn2c1/C(O)=C1\C(=O)C(=O)N(CCN(C)C)C1c1ccco1 (centres undefined) | 3 | 1 | i | i | i | i | i | 0 | -3 | 0 | i
O=C(CSc1nnnn1Cc1ccccc1)Nc1ccccc1 | -9 | 2 | i | i | i | i | i | 7 | -7 | 1 | i
COc1ccc(CNn2c(C)nc3ccccc3c2=O)cc1 | 2 | 1 | i | i | i | i | i | -6 | -15 | -2 | i
CSc1ccccc1OCc1cc(C(=O)N(Cc2nccn2C)C(C)C)no1 | -3 | 2 | i | i | . | i | i | -3 | -6 | -2 | i
CC(C)c1ccc(N(C(=O)c2csnn2)C(C(=O)NC2CCCC2)c2ccncc2)cc1 (centres undefined) | 3 | . | i | i | i | i | i | 3 | -7 | -1 | i
O=C(O)C1C2CCC(C2)C1C(=O)NCCc1ccc(F)cc1 (centres undefined) | 0 | 2 | i | i | i | i | i | -6 | -7 | 1 | i
COC(=O)/C(=C/c1ccc2c(c1)c1ccccc1n2C)NC(=O)c1ccccc1 | 0 | 1 | -8.6* | i | i | i | i | 2 | -6 | -1 | i
CCOC(=O)CCCNC(=O)CCNC(=O)c1ccc(OC(C)C)cc1 | -5 | -6 | i | i | i | i | i | -2 | 1 | 5 | i
Cc1cc(C(=O)N2CCCC(N3CCN(c4ccccc4C)CC3)C2)n(C)n1 (centres undefined) | -2 | 2 | i | i | i | i | i | -6 | -10 | -3 | i
CC(=O)NCC(c1cccs1)S(=O)(=O)c1ccc(F)cc1 (centres undefined) | -6 | 0 | i | i | i | i | i | -3 | -4 | -1 | i
CS(C)(=O)=NS(=O)(=O)c1ccc(Cl)cc1 | 6 | 1 | i | i | . | i | i | -6 | -9 | 0 | i
COc1ccc2cc(CN(Cc3ccco3)Cc3nnnn3C3CCCCC3)c(=O)[nH]c2c1 | 10 | 0 | i | i | i | i | i | -5 | -11 | 1 | i
COc1ccc(N(C(=O)Cn2nnc(-c3ccc(F)cc3)n2)C(C)C(=O)NC2CCCC2)cc1OC (centres undefined) | -3 | . | i | i | i | i | i | 1 | -3 | -2 | i
CCCn1nc(C(=O)Nc2ccc(S(=O)(=O)Nc3nccs3)cc2)c2ccccc2c1=O | 5 | 0 | i | i | i | i | i | 16 | -10 | -3 | i
COc1cc(OC)cc(C(=O)Nc2ccc(S(=O)(=O)Nc3ncccn3)cc2)c1 | 7 | 0 | i | i | i | i | i | 1 | -8 | -4 | i
CCOC(=O)CN1C(=O)CN(c2ccc(C)cc2)C1=O | . | 3 | i | i | i | i | i | -4 | -13 | . | i
CCOC(=O)c1[nH]c2ccccc2c1NC(=O)NC(C)C | 5 | 1 | i | i | i | i | i | 9 | -7 | -3 | i
O=C(CSc1nc2[nH]ncc2c(=O)[nH]1)c1ccccc1 | -6 | -24 | i | i | i | i | i | 2 | -5 | . | i
CCOC(=O)C1CCN(S(=O)(=O)c2ccc(CC)cc2)CC1 | 2 | -2 | i | i | i | i | i | 1 | -4 | -3 | i
O=S(=O)(c1ccc(Cl)cc1)N1c2ccccc2Oc2nc3ccccc3nc21 | -4 | 0 | i | i | i | i | i | . | -11 | -3 | i
Cn1c(-c2c(N)n(C3CCCC3)c3nc4ccccc4nc23)nc2ccccc21 | 16 | 0 | i | i | i | i | -11* | 6 | -14 | -1 | -9*
CC(C)(C)N(Cc1ccccc1)C(=O)c1cccs1 | 1 | -4 | i | i | i | i | i | -4 | -2 | 2 | i
Cc1ccc(NC(=O)c2cccc(S(=O)(=O)N3CCN(C)CC3)c2)cc1F | -1 | -2 | i | i | i | i | i | -3 | -10 | -2 | i
COc1cc(OC)c(OC)cc1/C=N/n1c(C)nnc1C | -4 | 4 | i | i | i | i | i | 11 | 0 | 1 | i
O=C(c1ccco1)N1CCN(CCOc2ccc(F)cc2)CC1 | -3 | 1 | i | i | i | i | i | 2 | -5 | 4 | i
O=C(NCC1CCCO1)c1cnn2c(C(F)F)cc(C3CC3)nc12 (centres undefined) | -5 | 3 | i | i | i | i | i | 15 | -6 | 1 | i
CCOc1cc2[nH]c(=O)n(CCCCC(=O)NC3CCCCCC3)c(=O)c2cc1OCC | -6 | 0 | i | i | i | i | i | -2 | -13 | 8 | i
Cc1c(C(=O)NCc2ccc3c(c2)OCO3)oc2ccc(S(=O)(=O)N3CCC(C)CC3)cc12 | 6 | 1 | i | i | i | i | i | -3 | -17 | -3 | i
O=C(CCC(=O)NNC(=S)Nc1ccccc1)NCc1ccccc1 | -6 | 2 | i | i | i | i | i | -5 | -2 | -1 | i
c1cc2c(cc1-c1[nH]ncc1CN1CC3C[C@@H]4CC1C[C@H](C3)C4)OCO2 | 0 | 3 | i | i | i | i | i | 3 | -5 | 0 | i
Cc1cc(-n2c(SCC(=O)NCCC3=CCCCC3)nc3n[nH]c(C)c3c2=N)ccc1Cl | 11 | 6 | i | i | i | i | i | 5 | -8 | -2 | i
O=C(CCS(=O)(=O)c1cccc2nsnc12)N1CC(=O)N(CCc2ccccc2)C(=O)C1 | 1 | -2 | i | i | i | i | i | -1 | -5 | -1 | i
Cc1ccccc1NC(=O)NC1(C(=O)N2CCC(C(N)=O)CC2)CCCCC1 | 2 | -1 | i | i | i | i | i | 2 | -4 | 0 | i
COc1ccc(Oc2cc(C)nc(Cl)n2)nn1 | -2 | 0 | i | i | i | i | i | 5 | -11 | -3 | i
O=C(Nc1cccc(F)c1)N1CCN(C/C=C/c2ccccc2)CC1 | -8 | -7 | i | i | i | i | i | -3 | -11 | -3 | i
CC1CCCC(NC(=O)C2CCN(S(=O)(=O)c3cnc[nH]3)CC2)C1C (centres undefined) | -3 | 6 | i | i | i | i | i | -6 | -8 | -3 | i
O=C(N[C@@H](Cc1ccccc1)C(=O)OCc1ccccc1)c1nc[nH]c1C(=O)N[C@@H](Cc1ccccc1)C(=O)OCc1ccccc1 | 6 | 3 | i | i | i | i | i | 0 | -6 | -1 | i
